NLRP3 yeast inh – NALP3 inhibition in yeast; hit rate 0.39% among 330,000; inhibition, % at 10 µM; Yeast reconstituted NLRP3/ASC/caspase-1, beta-gal luminescence, 24 h;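 active = inhibition of 50% or more; inactive = inhibition below 50%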;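 note: plate controls were induced DMSO wells for no effect and uninduced yeast grown without galactose for full effect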
TIM10 inh – growth inhibitors of TIM10 yeast strain; inhibition, % at 10 µM; S. cerevisiae TIM10 strain growth, BacTiter-Glo luminescence, 24 h; hit rate 1.4% among 330,000;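 active = inhibition of 40% or more at the single tested concentration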;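 note: wild-type TIM10 isogenic control strain grown at permissive 25 °C; 0% = DMSO yeast wells and 100% = minimal medium wells without yeast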
tim10-1 inh – inhibits growth of tim10-1 mutant yeast. S. cerevisiae tim10-1 ts strain growth, BacTiter-Glo, 24 h. inhibition, % at 20 µM. hit rate 2.2% among 330,000. AID 463190;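 active = inhibition of at least 40%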;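 note: mutant grown at 25 °C; 0% = DMSO wells with yeast and 100% = wells holding no yeast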
NR3A LBD binder – NR3A (human) ligand-binding domain modulation | NR3A LBD differential scanning fluorimetry, Tm shift; 0% = protein alone, 100% = glycine-bound protein | Tm shift relative to glycine control, % at 25 µM | hit rate 2.5% among 340,000 | AID 1259313;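 active = melting temperature shift of at least 10% of the positive control shift, at one fixed dose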
XBP1 UPR activ – activators of adaptive arm of unfolded protein response (XBP1); CHO-XBP1 luciferase reporter, IRE1-XBP1 UPR activation, luminescence; percent of tunicamycin response, DMSO as zero; activation, % at 20 µM; hit rate 0.33% among 330,000;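 active = versus positive control, 20 µM dose yields 30% or more activation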;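 note: 100% = tunicamycin at 10 µg/mL and 0% = DMSO only wells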
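Signal: luciferase luminescence; Assay system: CHO-XBP1 luciferase reporter cells; Amount: one thousand reporter cells per well; Dosing: 20 µM single concentration, DMSO 1%; Benchmarks: high control tunicamycin 10 µg/mL final, low control DMSO vehicle only; Schedule: 6 h compound exposure at 37 °C, 5% CO2; Evaluation: percent activation relative to tunicamycin reference.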
Mdm2 MdmX PPI – disrupts the human Mdm2-MdmX interaction | O15151+Q00987 | SaOS-2 split-luciferase Mdm2/MdmX complementation, luminescence | inhibition, % at 8 µM | hit rate 3% among 330,000;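 active = inhibition of at least 50% at 8 µM in the primary screen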
Target sequence (O15151 whole entry, looked up): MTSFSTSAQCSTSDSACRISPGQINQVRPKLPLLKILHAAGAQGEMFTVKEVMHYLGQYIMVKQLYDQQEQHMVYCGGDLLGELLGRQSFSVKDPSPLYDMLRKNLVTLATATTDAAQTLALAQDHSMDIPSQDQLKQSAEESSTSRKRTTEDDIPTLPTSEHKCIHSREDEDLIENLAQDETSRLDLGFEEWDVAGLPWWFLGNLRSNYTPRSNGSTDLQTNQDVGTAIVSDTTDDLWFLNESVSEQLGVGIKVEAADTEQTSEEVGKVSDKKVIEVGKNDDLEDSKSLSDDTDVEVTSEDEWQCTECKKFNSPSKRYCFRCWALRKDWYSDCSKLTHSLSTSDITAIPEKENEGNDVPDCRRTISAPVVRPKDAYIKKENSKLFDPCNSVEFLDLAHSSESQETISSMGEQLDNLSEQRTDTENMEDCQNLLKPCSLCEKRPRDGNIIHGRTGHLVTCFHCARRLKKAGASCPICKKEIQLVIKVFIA
Target sequence (Q00987 whole entry, looked up): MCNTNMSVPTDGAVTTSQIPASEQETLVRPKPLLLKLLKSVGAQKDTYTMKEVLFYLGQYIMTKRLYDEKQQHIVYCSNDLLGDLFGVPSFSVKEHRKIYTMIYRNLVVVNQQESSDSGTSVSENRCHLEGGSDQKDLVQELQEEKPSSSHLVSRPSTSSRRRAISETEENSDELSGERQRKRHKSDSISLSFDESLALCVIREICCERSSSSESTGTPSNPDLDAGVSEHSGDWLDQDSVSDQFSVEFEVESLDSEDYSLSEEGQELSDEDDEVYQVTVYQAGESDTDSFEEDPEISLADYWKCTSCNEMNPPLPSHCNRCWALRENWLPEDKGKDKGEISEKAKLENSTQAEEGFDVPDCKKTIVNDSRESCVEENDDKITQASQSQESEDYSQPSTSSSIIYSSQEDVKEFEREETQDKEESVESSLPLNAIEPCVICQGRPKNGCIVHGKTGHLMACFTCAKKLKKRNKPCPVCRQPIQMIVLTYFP
UPR CHOP act – apoptotic UPR (CHOP) activation; CHO-CHOP luciferase reporter, luminescence; percent of tunicamycin response over DMSO baseline; activation, % at 10 µM; hit rate 0.34% among 330,000;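 active = at 10 µM dose, activation of 40% or more, normalized to positive control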;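 note: 100% = tunicamycin at 10 µg/mL and 0% = DMSO alone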
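Assay system: CHO cells with stable CHOP pathway luciferase reporter; Buffer or medium: F12 plus 10% serum; Times: 16-18 h cell attachment, then 6 h compound exposure, 37 °C; Signal: luciferase luminescence; Read-out basis: percent activation relative to tunicamycin control; Control set: tunicamycin high control, DMSO low control.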
tim23-1 inh – tim23-1 yeast growth inhibition. S. cerevisiae tim23-1 growth, BacTiter-Glo luminescence, 24 h. inhibition, % at 20 µM. hit rate 1.3% among 330,000. AID 463212;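 active = growth inhibition of the mutant yeast at or above 50%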;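 note: temperature-sensitive mutant grown at 25 °C; plate controls were DMSO-treated mutant yeast for no effect and medium wells lacking yeast for full effect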
APJ agonist – agonists of human APJ apelin receptor | AID 2520 | CHO-K1 APJ PathHunter beta-arrestin, luminescence; 0% DMSO wells, 100% apelin | activation, % at 20 µM | P35414 | hit rate 0.11% among 330,000;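 active = activation more than six SD over the plate average, tested at 20 µM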;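 note: 0% = DMSO alone and 100% = apelin-13 at 10 nM; some results filed as inactive read as strong as hits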
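Material: engineered CHO-K1 APJ arrestin reporter cells; amount: 1000 CHO-K1 reporter cells seeded per well; incubation: compound stimulation 90 min at 25 °C, detection 60 min; signal: luminescent beta-gal fragment complementation, chemiluminescent substrate; read-out basis: APJ agonist activity; controls: DMSO-only wells as negative, 10 nM Apelin-13 as positive control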
Numbers without * were called inactive.

SMILES | NLRP3 yeast inh | TIM10 inh | tim10-1 inh | NR3A LBD binder | XBP1 UPR activ | Mdm2 MdmX PPI | UPR CHOP act | tim23-1 inh | APJ agonist
Cc1ccc(NC(=O)CN(c2ccc3c(c2)OCO3)S(=O)(=O)c2c(C)n[nH]c2C)cc1 | 2 | 10 | -12 | -5 | 0 | -6 | -2.1 | 2 | 1
CC1(C)CC(=O)C2=C(C1)OC(=O)CC2c1cccs1 (stereo not drawn) | 3 | -1 | 4 | -1 | 1 | -9 | 0.8 | 9 | -5
CC(=O)c1cc(C#N)c(SCc2ccncc2)nc1C | 10 | 4 | 7 | -2 | 1 | 18 | -1.3 | -2 | -1
CC1CCc2c(sc(NC(=O)c3cccs3)c2C(=O)O)C1 (stereo not drawn) | -8 | 19 | 11 | -3 | 4 | 31 | 20 | 19 | -4
CSc1ccc(C#N)cc1NC(=O)c1ccccc1C | 23 | -5 | -4 | -2 | 0 | -12 | -0.8 | 6 | -1
COC(=O)c1ccc(NC2=CC(=O)CC(C)(C)C2)cc1 | -7 | -3 | 11 | 1 | 0 | -14 | -1.5 | 6 | -5
C/C(CC(=O)Nc1ccc(Cl)c(C(F)(F)F)c1)=N\NC(=O)c1cccc(O)c1 | 7 | 31 | 35 | -3 | 1 | -19 | 1.9 | 42 | 1
Cc1cc(C)n2nc(CNS(=O)(=O)c3ccc(F)c(C)c3)nc2n1 | 7 | -2 | 10 | -2 | 2 | -32 | -1.1 | 8 | -2
Cn1c(Sc2ccc(Br)cc2)c(C=O)c2ccccc21 | 12 | 18 | 26 | 0 | -2 | 84* | -2.2 | 23 | 1
S=C(NC1CCCC1)N1CCN(c2cccc(Cl)c2)CC1 | 46 | 29 | 16 | -9 | -2 | 13 | -0.7 | 13 | -2
COc1ccc(Cl)cc1NC(=O)C1CCCN(S(C)(=O)=O)C1 (stereo not drawn) | 14 | 2 | 12 | -2 | -7 | 10 | -1.1 | 14 | -2
COc1ccc(C2C(C(=O)N3CCCC3)c3cc(OC)c(OC)cc3C(=O)N2C)cc1 (stereo not drawn) | 0 | 5 | 11 | -1 | -1 | 32 | 0.0 | -8 | -6
O=C(C1CCN(S(=O)(=O)N2CCOCC2)CC1)N1CCN(c2ccccc2F)CC1 | 17 | -1 | 8 | -4 | 3 | 12 | -1.3 | 0 | -3
CCOC(=O)c1nc2sc3c(c2c(=O)n1C(C)C(=O)OCC)CCCC3 (stereo not drawn) | -8 | -2 | -6 | -1 | 0 | 10 | 0.3 | 17 | -5
OCC[C@@H]1C[C@H](O)[C@@H](O)[C@@]2(OCCc3ccccc32)O1 | 7 | 3 | -14 | -3 | 0 | -14 | -0.4 | 9 | 12
CN1CCN(C(=O)/C(=C\c2cccnc2)NC(=O)c2cccc(Br)c2)CC1 | 13 | -14 | -5 | 1 | -2 | 15 | -1.1 | -11 | 1
O=C(CNC(=O)c1ccc(OC(F)F)cc1)NCC1CCCO1 (stereo not drawn) | 6 | 3 | -18 | 0 | -1 | 16 | 2.3 | 2 | 2
Cc1ccc(CNC(=O)CCCNC(=O)c2ccc(Cl)cc2)n1C | -2 | -1 | 10 | -1 | -3 | 23 | -0.9 | -7 | -2
Cc1c(CCOC(=O)CC23CC4CC(CC(C4)C2)C3)sc[n+]1CC(=O)c1ccc(Br)cc1 | -2 | 17 | 27 | -6 | 34* | 51* | 3.3 | 11 | -9
Cn1c(=O)c2c(nc(NCc3cccnc3)n2Cc2cccc(C(F)(F)F)c2)n(C)c1=O | 10 | 14 | 20 | 0 | -2 | 20 | -0.7 | 14 | -1
CCSc1cnn(-c2ccccc2)c(=O)c1Cl | 13 | -40 | -21 | 1 | 2 | 34 | 3.3 | -4 | -6
COc1ccccc1CNc1ncnc2cc(OC)c(OC)cc12 | 1 | -8 | -25 | 0 | 0 | 36 | -0.5 | -7 | -1
CC(C)c1ccc2[nH]c(O)c(N=NC(=O)c3cccc(S(=O)(=O)Nc4cccc(Cl)c4)c3)c2c1 | 1 | -10 | -9 | -2 | 2 | -10 | -1.2 | -18 | -7
Cc1oc(-c2ccc(Cl)cc2)nc1CN1CCCC(C(=O)NCc2ccccn2)C1 (stereo not drawn) | 7 | 28 | 19 | 0 | 3 | 9 | -0.7 | -3 | -4
Cc1ccc2c(c1)N(S(=O)(=O)c1ccc(CN3C(=O)c4cccnc4C3=O)s1)CCO2 | 22 | 7 | 28 | 3 | -3 | 23 | 0.0 | 33 | 4

Compound profiles, from the list above:
Record of `Cn1c(=O)c2c(nc(NCc3cccnc3)n2Cc2cccc(C(F)(F)F)c2)n(C)c1=O` : NLRP3 yeast inh: 10; TIM10 inh: 14; tim10-1 inh: 20; NR3A LBD binder: 0; XBP1 UPR activ: -2; Mdm2 MdmX PPI: 20; UPR CHOP act: -0.7; tim23-1 inh: 14; APJ agonist: -1
Record of `CC(=O)c1cc(C#N)c(SCc2ccncc2)nc1C` : NLRP3 yeast inh: 10; TIM10 inh: 4; tim10-1 inh: 7; NR3A LBD binder: -2; XBP1 UPR activ: 1; Mdm2 MdmX PPI: 18; UPR CHOP act: -1.3; tim23-1 inh: -2; APJ agonist: -1
Record of `CC(C)c1ccc2[nH]c(O)c(N=NC(=O)c3cccc(S(=O)(=O)Nc4cccc(Cl)c4)c3)c2c1` : NLRP3 yeast inh: 1; TIM10 inh: -10; tim10-1 inh: -9; NR3A LBD binder: -2; XBP1 UPR activ: 2; Mdm2 MdmX PPI: -10; UPR CHOP act: -1.2; tim23-1 inh: -18; APJ agonist: -7

Following part:
SMILES | NLRP3 yeast inh | TIM10 inh | tim10-1 inh | NR3A LBD binder | XBP1 UPR activ | Mdm2 MdmX PPI | UPR CHOP act | tim23-1 inh | APJ agonist
CC1CC(C)(C)CC2(C1)NC(=O)N(CC(=O)NCc1ccccc1F)C2=O (stereo not drawn) | 4 | 11 | 14 | 3 | 0 | 7 | 0.9 | 21 | 7
COc1ccc(CCNC(=S)NC(=O)c2ccc(Br)cc2)cc1OC | 20 | 39 | 20 | 4 | 7 | 21 | 1.8 | 40 | -3
Cc1cc2oc(=O)cc(Cn3ccnc3)c2cc1Cl | -5 | -11 | -2 | 1 | -3 | 9 | 2.1 | -5 | -1
CN(CC(=O)Nc1ccc(F)cc1)C(=O)c1ccc(-c2ccc(Cl)cc2)o1 | 23 | -2 | 22 | -6 | -5 | 34 | 3.1 | 37 | 0
CC(=O)N(C)c1ccc(N2CCOCC2)c2c1C(=O)c1ccccc1C2=O | -5 | -12 | 5 | 1 | -1 | 24 | -0.9 | 8 | -3
C[C@H](CO)N1C[C@H](C)[C@@H](CN(C)S(=O)(=O)c2cccs2)Oc2ccc(NC(=O)Cn3cnnn3)cc2C1=O | 13 | -5 | 1 | 0 | 1 | 0 | -0.6 | 11 | -4
Cc1ccc(NC(=O)COC(=O)CN2C(=O)NC3(CCCC3)C2=O)cc1S(=O)(=O)N(C)C | 8 | 23 | 7 | -1 | 2 | 6 | -0.4 | 6 | -5
COc1ccc(S(=O)(=O)N2CCCCCC2)cc1C(=O)N(C)Cc1ccc(F)cc1 | 6 | 10 | 24 | 0 | -2 | 3 | -0.1 | 21 | -1
C=CCOc1ccc(C(=O)Nc2ncn[nH]2)cc1 | -4 | 4 | -11 | -3 | -4 | 0 | -0.7 | 3 | 2
Nc1c(N(Cc2ccco2)C(=O)c2cccc(Cl)c2)c(=O)[nH]c(=O)n1Cc1ccccc1 | 20 | -1 | 2 | 0 | -1 | 12 | 2.2 | 4 | -4
CCCc1cc(=O)[nH]c(SCC(=O)CSc2nc(CCC)cc(=O)[nH]2)n1 | -17 | 12 | 26 | 2 | -4 | -2 | -0.6 | 21 | -1
Cc1ccc(-c2cc(NC(=O)c3ccccc3[N+](=O)[O-])n[nH]2)cc1 | 18 | 10 | 4 | -3 | -3 | 9 | -0.1 | 7 | -3
COC(=O)c1scc(C)c1NC(=O)c1ccc(Cl)cc1 | 12 | -13 | 14 | 1 | -7 | 6 | -1.2 | 11 | -3
CSC(=NC#N)N1CCN(c2ccc([N+](=O)[O-])cc2)CC1 | 16 | 2 | 2 | 1 | 0 | -11 | -0.9 | -4 | -3
COc1ccc(Cl)cc1C(=O)CSc1nc(N)cc(N)n1 | 5 | 13 | -5 | 4 | -3 | -31 | 0.5 | 13 | 1
CC(C)C(OC(=O)CN1C(=O)c2ccccc2C1=O)C(=O)NC1CCCC1 (stereo not drawn) | 17 | 7 | -27 | 1 | -6 | -9 | -0.7 | -4 | -3
COCCNC(=O)CN(C(=O)Cn1nnc2ccccc21)c1ccc(C)c(F)c1 | 5 | 1 | -2 | -2 | 2 | 2 | 0.0 | -12 | -3
Cc1cccc(CS(=O)(=O)c2nnc([C@H](Cc3ccccc3)NC(=O)OC(C)(C)C)o2)c1 | 18 | 54* | 69* | 1 | -7 | 97* | 29 | 55* | 0
Nc1ccc(S(=O)(=O)c2ccc(N)c(N)c2)cc1 | 3 | 3 | 5 | 1 | -2 | 5 | 0.3 | 14 | -2
CC(C)CN1C(=O)C(=O)N(CC(=O)N(C)CC(=O)Nc2ccc(Cl)c(C(F)(F)F)c2)C1=O | 9 | 1 | -4 | -10 | -1 | 11 | -2.5 | -6 | -4
C=CCN1C(=O)N/C(=C/c2ccc(C)o2)C1=O | 4 | -13 | -13 | 1 | -1 | 7 | 0.8 | -5 | -5
Cc1nc(SCc2cccc(F)c2)[nH]c(=O)c1C#N | 21 | 10 | 6 | 13* | -1 | 28 | 1.3 | -3 | -6
Cc1cc(NCCCCO)n2c(nc3ccccc32)c1C#N | 6 | 2 | -17 | -8 | -1 | 8 | -2.0 | -6 | -1
O=C(CN1CCN(S(=O)(=O)c2ccc3ccccc3c2)CC1)NC(=O)NC1CCCCC1 | 27 | 44* | 38 | -10 | -2 | 40 | 0.5 | 31 | 4
COc1cccc(/C=N/Nc2cc(Cl)nc(C)n2)c1O | 7 | 5 | -3 | -1 | 4 | -14 | 2.9 | 7 | 3
COc1ccc(NC2C=CS(=O)(=O)C2)c(OC)c1 (stereo not drawn) | 0 | 15 | 14 | -1 | -2 | 12 | -0.9 | 14 | 3
Cc1cccc(NC(=O)C2CCN(S(=O)(=O)c3ccc4c(c3)OCCCO4)CC2)n1 | 25 | 12 | 21 | 1 | -4 | 7 | 0.5 | 19 | 12

Some of these compounds in order of the XBP1 UPR activ value, smallest number first.
SMILES	NLRP3 yeast inh	tim10-1 inh	NR3A LBD binder	XBP1 UPR activ	Mdm2 MdmX PPI
CC(C)C(OC(=O)CN1C(=O)c2ccccc2C1=O)C(=O)NC1CCCC1 (stereo not drawn)	17	-27	1	-6	-9
Nc1ccc(S(=O)(=O)c2ccc(N)c(N)c2)cc1	3	5	1	-2	5
Nc1c(N(Cc2ccco2)C(=O)c2cccc(Cl)c2)c(=O)[nH]c(=O)n1Cc1ccccc1	20	2	0	-1	12
